Screens from PubChem BioAssay.
KB-V1 MDR tox: KB-V1 MDR subline cytotoxicity; Potency, µM (doses to about 46.1 µM), without a hit: top-dose activity change, negative = cytotoxicity, most hits filed as cytotoxic; KB-V1 MDR cells viability, CellTiter-Glo, 72 h; AID 1347076; actives 3.4% (n = 400,000); further: on the % scale 0 is the no-effect control and ±100 the full control effect; nearly all actives have a fitted effect of over 60% in size
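Cytotoxicity via CellTiter-Glo luminescence after 72 h compound exposure at 37 degrees C. Cells: drug-selected KB-V1 line, DMEM phenol-red free plus 10% FBS. Compounds tested at multiple concentrations; normalized data fitted to concentration-effect curves.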
HT1080-NT tox: kills 2HG-producing HT-1080-NT fibrosarcoma cells; AID 686970; Potency, µM (top dose mostly 46.1 µM), inactives show at the highest dose activity, negative = less viability, actives largely listed as cytotoxic; HT-1080-NT fibrosarcoma viability, CellTiter-Glo ATP luminescence, 48 h; actives 1.6% (n = 360,000);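 further: NT is the 2HG producing partner of a matched IDH1 knockdown line; 0% = DMSO-treated cells and -100% = media-only wells without cells; nearly all actives have a fitted effect of over 55% in size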
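A 48-hour cytotoxicity screen used HT-1080-NT cells plated 2 hours before compound delivery. ATP-based CellTiter-Glo luminescence measured viability, normalized to DMSO and no-cell controls.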
GLP1R ag: agonists of human GLP-1 receptor | AID 624172 | HEK293 GLP-1R CRE-luciferase, luminescence, 4-6 h; cells express a hypersensitive GLP-1R form | Potency, µM (series often up to 45.6 µM), inactives show at the top dose activation, most hits filed as activators | actives 0.007% (n = 380,000); further: % of control where 0% means no effect
Target sequence (P43220 whole entry, looked up): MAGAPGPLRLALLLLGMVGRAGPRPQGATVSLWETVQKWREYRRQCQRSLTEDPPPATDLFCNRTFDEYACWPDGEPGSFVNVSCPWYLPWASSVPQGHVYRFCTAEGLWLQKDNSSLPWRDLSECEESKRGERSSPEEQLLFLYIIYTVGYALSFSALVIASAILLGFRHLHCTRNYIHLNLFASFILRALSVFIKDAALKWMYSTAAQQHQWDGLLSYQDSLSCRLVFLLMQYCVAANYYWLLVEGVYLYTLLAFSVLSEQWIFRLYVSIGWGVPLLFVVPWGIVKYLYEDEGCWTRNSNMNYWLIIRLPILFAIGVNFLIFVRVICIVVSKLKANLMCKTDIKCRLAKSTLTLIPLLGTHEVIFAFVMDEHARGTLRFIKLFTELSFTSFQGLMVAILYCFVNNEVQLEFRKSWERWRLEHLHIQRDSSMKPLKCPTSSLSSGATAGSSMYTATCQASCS
GLP1R inv ag: inverse agonists of human GLP-1 receptor. AID 624417. HEK293 GLP-1R CRE-luciferase, luminescence, 24 h; GLP-1R form is constitutively active. P43220. Potency, µM (titrated, usually from 38.3 µM), for the others: top-dose activity change, negative = inhibition, usual class: inhibitors. actives 1.6% (n = 410,000); further: on the % scale 0 is the no-effect control and ±100 the full control effect; nearly all actives have a fitted effect of over 55% in size
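Stable HEK293 clone (constitutively active GLP-1R + cAMP-response luciferase); 200 cells/uL plated, 12 h pre-culture, compound 24 hr, 37 deg C/5% CO2; detection reagent 12 min RT; luminescence.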
TDP-43 yeast inh: rescues yeast growth from TDP-43 toxicity; Potency, µM (series often up to 46.1 µM), inactives show at the top dose growth rescue (activation), usual class: activators; actives 1.8% (n = 410,000); TDP-43 expressing yeast growth rescue, BacTiter-Glo, 24 h; further: % of control where 0% means no effect; nearly all actives have a fitted effect of over 50% in size
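Galactose-induced TDP-43 yeast, OD600=0.02, compound pinned; 24 hr, 30 deg C; BacTiter-Glo luminescence for growth. Inhibitors of TDP-43 toxicity read as activators.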
KB-3-1 tox: kills parental KB-3-1 adenocarcinoma cells; KB-3-1 viability, CellTiter-Glo ATP luminescence, 72 h; Potency, µM (highest dose often 46.1 µM), for inactives: top-dose activity change, negative = cytotoxic, usual class: cytotoxic; actives 1.4% (n = 400,000); further: on the % scale 0 is the no-effect control and ±100 the full control effect; nearly all actives have a fitted effect of over 60% in size
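Parental KB-3-1 adenocarcinoma cells in phenol-red-free DMEM with 10% FBS were pin-treated with compounds at several concentrations, incubated 72 h at 37 °C, and viability read by CellTiter-Glo luminescence; concentration-effect curves were fitted after normalization.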
GLP1R cytotox: cytotoxicity in counter-screen for GLP-1R inverse agonists; HEK293 cAMP-luciferase reporter cells, luminescence, 24 h; AID 624418; Potency, µM (series often up to 38.3 µM), for the others: at the highest dose activity change, negative = inhibition, hits mostly inhibitors; actives 0.13% (n = 410,000);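 further: loss of luciferase light is scored as toxicity; on the % scale 0 is the no-effect control and ±100 the full control effect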
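Luminescence readout: signal drop marks cytotoxicity. Plated cells grew 12 h at 37 °C, 5% CO2, received 23 nL compound for 24 h, then got luciferase reagent, read after 12 min at RT.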
HT1080 IDH1KD tx: HT-1080 IDH1 knockdown cell toxicity (counter line); HT-1080 IDH1 knockdown viability, ATP luminescence, 48 h; actives 2% (n = 360,000); Potency, µM (series often up to 46.1 µM), for the others: at the highest dose activity, negative = toxicity, most hits filed as cytotoxic;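 further: 0% = DMSO wells and -100% = cell-free medium wells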
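CellTiter-Glo luminescence after 48 h compound exposure at 37 degrees C of IDH1-knockdown HT-1080 cells in 5% FBS RPMI. %Activity scaled between DMSO wells and cell-free media wells, with curves fitted and assigned curve classes.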
SW480 rerep: DNA re-replication induction in SW480 cells; SW480 DNA re-replication, Hoechst DNA content imaging, 48 h; Potency, µM (highest dose often 46.1 µM), for the others: at the top dose re-replication activation, actives largely listed as activators; actives 1.8% (n = 340,000); AID 624297; further: % of control where 0% means no effect; nearly all actives have a fitted effect of over 55% in size
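Image-based read-out: total Hoechst fluorescence of nuclei (405 nm excitation, 500-530 nm emission), with hits raising the fraction of high-intensity nuclei. SW480 colon cells incubated 48 hr with compounds at 37 C.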
An asterisk follows results filed as active; u = inconclusive; x = not tested or not shown; [ ] = another dose, or the depositor's remark. The call rests on the fitted dose curve; in most records, active means well fitted curve in the direction sought with a large enough effect; inconclusive means small, poorly fitted or top-dose-only effect, or another doubt; inactive means no such curve, though single readings can be large; an effect the other way counts as inactive or inconclusive. Potency means the concentration at half of the fitted maximal effect. This is a random part of the collection; overall some 9.4% were active at least once.

molecule | HT1080-NT tox | KB-3-1 tox | SW480 rerep | GLP1R ag | TDP-43 yeast inh | GLP1R cytotox | HT1080 IDH1KD tx | GLP1R inv ag | KB-V1 MDR tox
OC1(c2cccs2)CN(c2ccc(Cl)cc2)C2=[N+]1CCCS2 (stereo not drawn) | 4% | 2% | -10% | 1% | -35%[inhibitor] | -3% | -4% | -11% | -14%
N#Cc1c(C(F)(F)F)cc(-c2cccs2)nc1SCc1ccc(F)cc1 | x | 4% | x | x | -1% | -3% | x | 2% | -9%
CCOc1cc(/C=C(/C#N)C(=O)Nc2ccc(OC)cc2)ccc1OCc1ccc(C(=O)O)cc1 | -1% | -4% | -1% | 7% | -18%[1.82 µM] | 12% | -2% | 10% | -3%
CCCCn1cnc2c([nH]c3ccccc32)c1=O | -4% | 5% | -10% | 3% | 14% | 0% | -8% | 31%[activator] | 1%
COc1ccc(S(=O)(=O)n2nc(OC(=O)c3cccs3)cc2NC(=O)c2cccs2)cc1 | 5% | 1% | -14% | -5% | 23% | 0% | -1% | 3% | -1%
O=C(c1cccs1)n1nc(-c2ccccc2)nc1NCc1ccco1 | 8% | 12% | 0% | 0% | 4% | -4% | 7% | u | 1%
O=C(Cc1ccc(Br)cc1)Nc1ccccc1Cl | 16% | 17% | -3% | -2% | 6% | 4% | 12% | -8% | 12%
COC(=O)c1cnc2ccccc2n1 | 24% | -1% | -3% | -8% | -2% | 4% | 15% | 30% | 28%
Cc1noc(NS(=O)(=O)c2ccc(N3CC(O)=C(c4ccccc4)C3=N)cc2)c1C | 7% | -3% | -4%[9.22 µM] | -3% | 3% | 9% | 11% | -5% | 6%
COc1ccc(/C=C/C(=O)N2CCC(c3ccccc3)C2)cc1 (stereo not drawn) | 6% | 6% | 5% | 13% | 5% | 43%[activator] | 22% | 6% | 1%

4 compounds picked at random from the list so far, as already listed:
molecule | HT1080-NT tox | KB-3-1 tox | SW480 rerep | GLP1R ag | TDP-43 yeast inh | GLP1R cytotox | HT1080 IDH1KD tx | GLP1R inv ag | KB-V1 MDR tox
COC(=O)c1cnc2ccccc2n1 | 24% | -1% | -3% | -8% | -2% | 4% | 15% | 30% | 28%
COc1ccc(S(=O)(=O)n2nc(OC(=O)c3cccs3)cc2NC(=O)c2cccs2)cc1 | 5% | 1% | -14% | -5% | 23% | 0% | -1% | 3% | -1%
CCOc1cc(/C=C(/C#N)C(=O)Nc2ccc(OC)cc2)ccc1OCc1ccc(C(=O)O)cc1 | -1% | -4% | -1% | 7% | -18%[1.82 µM] | 12% | -2% | 10% | -3%
CCCCn1cnc2c([nH]c3ccccc32)c1=O | -4% | 5% | -10% | 3% | 14% | 0% | -8% | 31%[activator] | 1%

Going on with the list:
molecule | HT1080-NT tox | KB-3-1 tox | SW480 rerep | GLP1R ag | TDP-43 yeast inh | GLP1R cytotox | HT1080 IDH1KD tx | GLP1R inv ag | KB-V1 MDR tox
COCCN1C(=O)CCC1(C)C(=O)NC1CCCC1 (stereo not drawn) | 16% | 0% | x | -4% | -9% | 1% | 20% | 4% | -5%
Cc1ccc(S(=O)(=O)C(C#N)c2nc3ccccc3nc2N2CC(C)OC(C)C2)cc1C (stereo not drawn) | -13% | -20% | u | 17% | 15% | 75%[activator] | -20% | -9% | 0%
CC1(C)C(=O)C2(CCCC2)C(=O)OC1c1ccco1 (stereo not drawn) | 2% | -8% | -5% | 1% | 2% | 16% | -2% | 2% | 1%
Cc1ccc([C@H]2N[C@]3(CCCN(Cc4ccccc4)C3=O)[C@H]3C(=O)N(Cc4ccccc4)C(=O)[C@@H]23)cc1 | -8% | u | x | 16% | u | 4% | -6% | -28% | 0%
CCN(CC)C(=O)C1=C(C)N(Cc2ccc(C(C)(C)C)cc2)C(=O)C(CC(=O)NC2CCCCC2)C1 (stereo not drawn) | -6% | 9% | x | -2% | u | -3% | -2% | u | -6%
COCCN(C(=O)c1ccccc1)c1nc(-c2ccc(OC)cc2)cs1 | -2% | 7% | 4% | -3% | 14% | -7% | 12% | -10% | -16%
CCC(C)(C)NC(=O)C(c1ccc(F)cc1)N(Cc1ccco1)C(=O)c1snc(C(N)=O)c1N (stereo not drawn) | u | 8% | 5% | 7% | -20% | 8% | u | 0% | u
CCN1C(=O)[C@H]2[C@@H](c3ccc(C)cc3)N3C(=O)N(c4cccc(Cl)c4)C(=O)[C@@]3(C)[C@H]2C1=O | 15% | 18% | -9% | 0% | -1% | -2% | 10% | 27% | -20%
NC(=O)CSc1nc2c(oc3ccccc32)c(=O)n1-c1ccccc1F | x | 4% | x | x | u | 0% | x | 14% | -2%
CCc1ccccc1N(C)C(=O)c1cnc(N2CCOCC2)c2ccccc12 | x | 12% | x | x | u | -5% | x | 14% | -1%
COc1ccc(NC(=O)c2cc(-c3ccncc3)nc3ccc(Br)cc23)cc1OC | 1% | u | u | -1% | 11% | -22% | 3% | 4% | -14%
Cc1c(Cl)cccc1NC(=O)CSc1nncn1-c1ccccn1 | 1% | 8% | -4% | 21% | -1% | -1% | 9% | 32%[activator] | u
CC(/C=N/N1CCN(c2ccccc2)CC1)=C\c1ccco1 | u | -22% | -6% | -10% | -6% | -13% | u | -7% | -12%
CC1(C)CC(NC(=O)C23CCC(C)(C2Br)C3(C)C)CC(C)(C)N1 (stereo not drawn) | -3% | -3% | 14% | 10% | -25% | 1% | -16% | u | 16%
COc1cc(CNn2nnnc2N)cc(Br)c1OCC(=O)NC(C)(C)C | 0% | 16% | 2% | 0% | 0% | -7% | 5% | 8% | 8%
O=C(Cc1cccc2ccccc12)NN1C(=O)/C(=C\c2cccnc2)SC1=S | -4% | 3% | 3% | 6% | -15% | 11% | 16% | 12% | 10%
CCOc1ccc(CN2CCC(n3nccc3NC(=O)C3CC3)CC2)cc1CO | 5% | 3% | -7% | 3% | 1% | 0% | -1% | 8% | 23%
Cc1ccc(Oc2ncc(-c3ccc(Cl)cc3)cn2)cc1 | 25% | 2% | -1% | -12% | 10% | -9% | 22% | 11% | 17%
Cn1cccc1/C=N/NC(=O)c1sc2ccccc2c1Cl | u | -5% | 15% | -21% | 14% | -9% | u | -13% | -18%
COc1ccc(C(C)(C)C)cc1NC(=O)CCNC(=O)c1ccco1 | -10% | 0% | 10% | 7% | 0% | 2% | -7% | u | -3%

Some values from the results shown:
SW480 rerep with `CC1(C)CC(NC(=O)C23CCC(C)(C2Br)C3(C)C)CC(C)(C)N1` (stereo not drawn) is entered as 14%
HT1080-NT tox with `COc1ccc(NC(=O)c2cc(-c3ccncc3)nc3ccc(Br)cc23)cc1OC` is entered as 1%

Next section.
molecule | HT1080-NT tox | KB-3-1 tox | SW480 rerep | GLP1R ag | TDP-43 yeast inh | GLP1R cytotox | HT1080 IDH1KD tx | GLP1R inv ag | KB-V1 MDR tox
COc1ccc2c(CSc3nnc(-c4cccnc4)n3-c3ccccc3F)cc(=O)oc2c1 | 27% | 25% | 0% | 1% | 24% | 3% | 22% | -16% | 9%
Cc1ccc(-n2nc(C(=O)N3CCN(c4ccccc4F)CC3)c3c4ccccc4n(C)c3c2=O)cc1 | x | -8% | x | x | 4% | 1% | x | 0% | 0%
COc1ccccc1NCCC(=O)OCC(=O)NC1CCCCC1 | 26% | 2% | 0% | 2% | 3% | -8% | 21% | 0% | 14%
CCOC(=O)c1cc2cc(-c3c(C(=O)OCC)oc4cc(O)cc(O)c4c3=O)ccc2o1 | u | 0% | 4% | 8% | -9% | -25% | u | -6% | -1%
CCOc1cc(NC(=O)c2ccccn2)c(OCC)cc1NC(=O)CC(C)C | 21% | -3% | 15% | -3% | 3% | -14% | 24% | 15% | u
Cc1ccc(NC(=O)c2cnccn2)cc1S(=O)(=O)N1CCCCCC1 | -5% | 3% | 0% | 7% | 6% | -5% | -13% | 11% | u
Cc1ccc(S(=O)(=O)NCC(=O)NNC(=O)c2ccccc2Cl)cc1C | 12% | 1% | 3% | 11% | -9% | -1% | 11% | 1% | 8%
CC(=O)c1cn(Cc2ccccc2)c(=O)[nH]c1=O | 23% | 2% | u | 0% | 15% | 5% | 13% | 6% | 4%
CCn1ncc(S(=O)(=O)NCc2ccccc2Cl)c1C | 5% | 4% | 0% | 2% | -21% | 4% | 1% | 3% | 0%
CC(C)CNC(=O)C1(C)CCCN1C(=O)c1ccncc1 (stereo not drawn) | u | 0% | x | 0% | -1% | 1% | 9% | 22% | 5%
COc1ccc(-n2nc(C(=O)NCC(=O)Nc3cc(C)ccc3OC)c3ccccc3c2=O)c(OC)c1 | -5% | -1% | 20% | 10% | 11% | -1% | 3% | 0% | -1%
CN(C)c1ccc(/C=N/NS(=O)(=O)c2ccc(Br)cc2)cc1 | 0% | 12% | -12% | -2% | -11% | -17% | 0% | -15% | 4%
COc1cc(NC(=O)Cn2nc(-c3ccc(F)cc3)ccc2=O)ccc1-n1cnnn1 | 14% | 8% | 3% | -4% | 21% | -36% | 7% | 0% | 24%
CC(=O)N1CCOc2cc(S(=O)(=O)NCc3ccc(C)cc3)c(Cl)cc21 | x | 1% | x | -2% | -17% | 4% | x | -14% | -20%
CC(=O)c1cccc(NC(=O)C(C)OC(=O)c2cccc(S(=O)(=O)N3CCN(C)CC3)c2)c1 (stereo not drawn) | 13% | 4% | -8% | -4% | 14% | 1% | 0% | 5% | 13%
NCCNc1ccc(C(=O)N2c3ccccc3Sc3ccccc32)cc1[N+](=O)[O-] | u | u | u | -1% | -18% | u | 16µM* | u | 21µM*
O=C(O)C(CCc1ccccc1)(Cc1ccccc1)C(=O)O | u | 7% | -10% | -5% | -6% | 5% | 17% | -15% | 14%
Fc1ccc(N2CCN(C3=Nc4cccc5cccc3c45)CC2)cc1 | -25% | -17% | 4% | 38% | -4% | u | u | u | -14%
Cc1ccc(S(=O)(=O)Nc2nc(C)c(C)s2)cc1 | 9% | 5% | -18% | 0% | 1% | 1% | 12% | 8% | 27%
